NCI-60 one-dose screen, 48 h, at 10 µM unless noted. Numbers give growth in % (100 = growth as untreated, 0 = no growth, -100 = all killed).
SF-268 = SF-268 CNS cancer cells | actives 3.1% (n = 82,000)
UO-31 = UO-31 renal cancer; actives 5.2% (n = 81,000)
PC-3 = PC-3 prostate cancer cells; actives 3.9% (n = 80,000)
SF-295 = SF-295 CNS cancer cells | actives 5.6% (n = 79,000) | AID 1794758
DU-145 = DU-145 prostate cancer. actives 4.2% (n = 81,000). AID 1794760
786-0 = 786-0 renal cancer cells; AID 1794775; actives 5.1% (n = 81,000)
SN12C = SN12C renal cancer cells; AID 1794767; actives 3.8% (n = 81,000)
U251 = U251 CNS tumor cells | actives 5.4% (n = 80,000) | AID 1794753
SF-539 = SF-539 CNS cancer; actives 6.8% (n = 81,000); AID 1794752
Active calls of the source: *; nt = not tested or not shown; & = joins results of further samples. How the source made its calls: active means growth percent below 10; inactive means the rest.

SMILES	SF-268	UO-31	PC-3	SF-295	DU-145	786-0	SN12C	U251	SF-539
C=CCC(C(C)=O)C(=O)OCC (stereo unspecified)	102	nt	92	98	103	110	106	106	107
CCc1ccc(CC2c3ccccc3CC2O)nc1 (stereo unspecified)	98	93	95	102	106	102	100	102	100
COc1ccc2c(c1)O/C(=C/c1ccc(OCC(=O)c3ccccc3)cc1)C2=O	117	-29*	96	137	118	101	107	108	107
Clc1ccc(C2=Nn3c(N/N=C/c4ccc(-c5ccccc5)cc4)nnc3SC2)cc1	104	78	100	100	108	109	105	108	106
CCC(NC)c1cccs1 (stereo unspecified)	102	97	99	95	108	95	108	106	94
Cn1cc(-c2nn3cc(-c4ccc([N+](=O)[O-])cc4)nc3s2)c2ccccc21	102	82	97	106	96	107	100	94	97
O=Cc1ccc(-c2cn3ccnc3c(-c3ccc4ncn(Cc5ccccc5)c4c3)n2)cc1	73	18	81	77	76	53	79	68	68
O=C1C(=O)c2ccccc2C(O)=C1CC=C(Br)Br	50	67	43	13	61	55	50	35	48
O=C(COc1ccc(-c2nc3ccc(C(=O)c4ccccc4)cc3[nH]2)cc1)N=Nc1c(O)[nH]c2ccccc12	102	85	99	99	101	98	93	92	93
COc1cc(C2C(C(C)=O)=C(C)NC(C)=C2C(C)=O)cc(Br)c1O	101	80	91	96	109	98	100	97	101
COc1nc(OC)nc(-c2cnc3cc(OC)c(OC)c(OC)c3c2)n1	98	71	95	98	101	97	102	104	101
CN(C)CCS(=O)(=O)O	107	102	103	112	112	108	108	106	103
O=C(NCCc1ccccc1)c1ccc([N+](=O)[O-])cc1	106	105	98	115	113	96	108	108	108
Cc1ccc(S(=O)(=O)N(C)C2c3ccccc3Oc3ccccc32)cc1	92	88	95	90	108	76	92	88	90
N=C(c1cccs1)c1ccccc1Cc1ccccc1	114	69	80	100	116	nt	92	92	97
CCCCCC(=O)Oc1ccc(/C(=C(\C)c2ccccc2)c2ccc(OCCN(CC)CC)cc2)cc1	72	48	56	79	103	57	80	52	47
Cc1ccc(NC(=O)Cn2c(O)c(N=Nc3ccc(S(N)(=O)=O)cc3)c3ccccc32)cc1	98	51	73	62	69	62	87	88	31
N#Cc1ccc(NC(=O)c2cc(=O)[nH]c3ccccc23)cc1	120	90	87	100	108	96	99	102	100
Nc1nc(C=O)c(CCCCc2ccccc2)c(=O)[nH]1	99	83	104	95	100	91	108	98	105
OCCNCCCOc1ccc2ncnc(Nc3ccc(Oc4cccc(C(F)(F)F)c4)c(Cl)c3)c2c1	56	26	30	40	16	-4.1*	58	4.0*	-46*
Cn1cnc([N+](=O)[O-])c1S(=O)(=O)Oc1ccccc1	101	75	87	110	70	95	99	91	94
O=C(NNc1ccccc1)C(=O)NNc1ccccc1	55	20	31	43	64	50	66	65	61
CCN(CC)C(=O)C1=C(C)NC(=O)NC1c1ccc2c(c1)OCO2 (stereo unspecified)	102	81	99	103	113	106	107	102	96
COc1cc(CNS(=O)(=O)c2ccc(C)cc2)ccc1OCc1cn(-c2ccccc2[N+](=O)[O-])nn1	98	76	94	102	103	105	98	97	99
O=CN1CCN(Cc2ccccc2)CC1	106	87	nt	102	109	104	nt	102	98
CN(Cc1cnc2nc(N)nc(N)c2n1)c1ccc(C(=O)NC(CCC(=O)O)C(=O)O)cc1 (stereo unspecified)	25	9.2*	62	20	27	14	27	36	22
COc1cc2c(cc1OC)C(=O)Cc1ccc3c(c1CN(C)CC2)OCO3	102	116	nt	108	117	114	102	105	91
COc1ccccc1N=Nc1c(S(=O)(=O)O)cc2cc(NC(=O)Nc3ccc4c(O)c(N=Nc5ccc(S(=O)(=O)O)cc5C)c(S(=O)(=O)O)cc4c3)ccc2c1O	103	84	98	111	108	99	106	111	105
COCC(N)=O	103	85	95	102	98	92	108	104	96
O=c1ccc(N=Nc2ccccc2)ccc1Cl	93	77	56	70	93	49	60	54	46
Cc1cc(F)ccc1/C=C1\Cc2cc3c(cc2C1=O)OCO3	88	86	81	95	101	92	100	99	93
COc1cc(NC(=O)c2sc3nc4c(cc3c2N)C(O)CCC4)cc(OC)c1 (stereo unspecified)	103	85	99	88	108	97	94	79	88
CC(=O)c1ccc(-c2cc3ccccc3oc2=O)nc1C	101	94	103	101	107	102	98	112	101
COc1cc(/C=C/C(=O)c2cccc(B(O)O)c2)cc(OC)c1	81	72	82	94	83	98	77	nt	92
CS(=O)(=O)c1ccc(N2N=C(c3ccc(F)cc3)CCC2=O)cc1	100	91	96	108	106	96	104	98	97
CC(=O)N1CCN(c2cc3c(cc2F)c(=O)c(C(=O)O)cn3C2CC2)CC1	108	90	80	89	112	94	98	102	97
O=C1[C@H](CCC(O)c2ccc(F)cc2)[C@@H](c2ccc(O)cc2)N1c1ccc(F)cc1 (stereo partly specified)	81	63	47	70	104	87	81	78	92
COc1cc(-c2nc3cc(Cl)c(Cl)cc3[nH]2)ccc1OCC(=O)N=Nc1c(O)[nH]c2ccccc12	-35*	93	-59*	-87*	-70*	-83*	-70*	-92*	-87*
COc1cccc(N2CCN(c3ncnc4c3[nH]c3ccc(F)cc34)C[C@@H]2C)c1	-1.6*	-99*	-42*	-15*	-67*	-58*	-28*	-31*	-32*
COc1ccc(C(=S)N2CCN(c3ccc(Cl)cc3)CC2)cc1OC	88	67	74	99	97	95	91	81	103
CC(C)(C)c1ccc(C(=O)Nc2sc3cc(O)ccc3c2C(N)=O)cc1	92	66	79	64	70	70	78	77	54
C=C(Br)COc1ccc2c(C)cc(=O)oc2c1	82	56	96	93	97	83	82	90	92
CCCN(CCSSCCNc1nc(N(C)O)nc(N(C)O)n1)c1nc(N(C)O)nc(N(C)O)n1	42	52	68	49	54	70	70	33	63
CCc1ccc(Nc2ccc3c(Oc4ccnc(C(=O)NC)c4)cccc3n2)cc1	86	76	44	85	90	81	94	72	93
NC(=N\N=C/Cc1ccccc1)/C(N)=N\N=C\Cc1ccccc1	94	91	101	108	101	112	102	106	93

Entries of single compounds from above. Order of screens: SF-268, UO-31, PC-3, SF-295, DU-145, 786-0, SN12C, U251, SF-539
Listed for NC(=N\N=C/Cc1ccccc1)/C(N)=N\N=C\Cc1ccccc1 = 94, 91, 101, 108, 101, 112, 102, 106, 93
Listed for COc1cc(-c2nc3cc(Cl)c(Cl)cc3[nH]2)ccc1OCC(=O)N=Nc1c(O)[nH]c2ccccc12 = -35*, 93, -59*, -87*, -70*, -83*, -70*, -92*, -87*

More records
SMILES	SF-268	UO-31	PC-3	SF-295	DU-145	786-0	SN12C	U251	SF-539
COc1ccc(-c2nc(SCCNS(C)(=O)=O)[nH]c(=O)c2C#N)cc1	102	82	93	97	109	106	102	106	94
COC(=O)c1cc(C(=O)OC)c(C(=O)OC)cc1C(=O)OC	95	87	91	105	99	106	98	98	105
N#Cc1ncoc1N1CCN(Cc2ccc3c(c2)OCO3)CC1	92	72	102	96	95	95	113	98	103
COc1ccc(N2CCN(c3ncnc4c3c(C)nn4-c3ccc(F)cc3)CC2)cc1	103	79	88	102	111	105	94	103	92
COc1ccc(/C=N/NC(=O)c2ccc(C)nc2)cc1	103	38	96	114	106	27	98	99	88
NC(N)=Nc1ccc(Oc2ccc(Nc3ccc(Cl)c(C(F)(F)F)c3)cc2)cc1	39	70	32	22	39	35	32	3.5*	26
O=C1OCCN1NCc1ccc([N+](=O)[O-])o1	96	90	103	95	112	98	104	nt	102
CCCCC(CC)OC(=O)c1cccc(C)c1 (stereo unspecified)	91	101	96	102	100	105	109	102	101
NC(=O)c1c2c(c3cccnn13)C(=O)c1ccccc1C2=O	64	74	90	97	98	101	94	100	92
Cc1ccc([N+]2=NOC(=O)C2S(=O)(=O)Nc2ccc(-n3c(-c4cccc(Br)c4)nc4ccccc4c3=O)cc2)cc1 (stereo unspecified)	89	70	79	114	103	108	87	91	103
CC(C)C1OCC(C)(C)CO1	102	86	87	100	109	95	100	99	100
COC(=O)/C=C(\C(=O)OC)C(C(=O)c1ccccc1)=P(c1ccccc1)(c1ccccc1)c1ccccc1	97&122	81&84	85&90	100&93	101&103	103&103	99&106	99&97	103&103
COc1cc([N+](=O)[O-])ccc1S(=O)(=O)Cl	96	99	98	93	99	105	105	nt	93
COc1cnc2c(c1)C(=O)c1c-2n(CCCNC(C)C)c(=O)c2cc(Cl)ccc12	-64*	-82*	-52*	-77*	-78*	-96*	17	-87*	-97*
O=C(O)c1cccc(S)c1	110	111	97	112	106	102	97	104	110
COc1ccc(C(=S)N2CCN(c3ccccc3)CC2)cc1OC	99	86	97	113	115	109	104	103	101
COc1ccc2c(c1)CCN1C2CCN2C(=O)CCC21 (stereo unspecified)	97	89	nt	96	114	94	96	101	95
O=c1oc2ccccc2cc1-c1csc(N2N=C(c3ccccc3)CC2c2ccc(Cl)cc2)n1 (stereo unspecified)	105	79	98	97	111	107	102	109	102
CCOC(=O)/C(C#N)=C1\SS/C(=C(/C#N)C(=O)OCC)S1	102	73	93	99	112	111	93	108	96
O=c1c2cc(F)ccc2sc2c(NCc3ccccc3)nc3ccc(F)cc3c12	91	71	87	103	101	99	97	100	97
COc1ccc(NC(=S)NNc2ccc(-c3ccccc3)nn2)cc1	96	77	108	102	109	102	97	96	89
COC(=O)c1cc(C(=CCC[C@H]2CC[C@@]3(C)C(CC[C@@H]4C3CC[C@@]3(C)C4CC[C@@H]3[C@H](C)CCCC(C)C)C2)c2cc(Cl)c(OC)c(C(=O)OC)c2)cc(Cl)c1OC (stereo partly specified)	103	84	93	102	107	113	96	nt	98
CC(C)C[C@H](NC(=O)[C@@H]1CCCCCCCCCCC(=O)N[C@@H](CC(=O)N2CCC[C@@H]2C2CCCC2)C(=O)N1)B(O)O	4.7*	-67*	8.2*	-93*	6.7*	-44*	-89*	-51*	-45*
c1cc(-c2nc3nccc(-c4ccsc4)n3n2)ccn1	94	77	93	nt	94	87	107	99	100
Oc1ccc2ccccc2c1CNc1ccccc1	95	64	nt	97	119	108	97	101	117
Cc1ccc(S(=O)(=O)Oc2ccccc2)cc1	99	95	92	nt	109	90	102	100	nt
c1ccc(OCC[P+](c2ccccc2)(c2ccccc2)c2ccccc2)cc1	21	64	12	21	36	53	30	15	32
Cc1cc(Cl)nc(N(CCNc2ccnc3cc(Cl)ccc23)Cc2ccco2)n1	67	-33*	34	59	52	-9.5*	33	18	-42*
O=C(O)C1=C(C(=O)O)C2C=CC1C2	110	88	97	127	109	101	100	114	nt
O=C(Oc1cccc2ccccc12)c1ccccc1C(=O)c1ccccc1	79	61	48	98	99	103	101	80	103

Reprinted at random: six records from the list, in no set order.
SMILES	SF-268	UO-31	PC-3	SF-295	DU-145	786-0	SN12C	U251	SF-539
c1cc(-c2nc3nccc(-c4ccsc4)n3n2)ccn1	94	77	93	nt	94	87	107	99	100
CCOC(=O)/C(C#N)=C1\SS/C(=C(/C#N)C(=O)OCC)S1	102	73	93	99	112	111	93	108	96
O=C(O)C1=C(C(=O)O)C2C=CC1C2	110	88	97	127	109	101	100	114	nt
COC(=O)c1cc(C(=CCC[C@H]2CC[C@@]3(C)C(CC[C@@H]4C3CC[C@@]3(C)C4CC[C@@H]3[C@H](C)CCCC(C)C)C2)c2cc(Cl)c(OC)c(C(=O)OC)c2)cc(Cl)c1OC (stereo partly specified)	103	84	93	102	107	113	96	nt	98
COc1ccc(C(=S)N2CCN(c3ccccc3)CC2)cc1OC	99	86	97	113	115	109	104	103	101
c1ccc(OCC[P+](c2ccccc2)(c2ccccc2)c2ccccc2)cc1	21	64	12	21	36	53	30	15	32

Remaining list, next part:
SMILES	SF-268	UO-31	PC-3	SF-295	DU-145	786-0	SN12C	U251	SF-539
O=C1CCC(C(=O)N(Nc2ccccc2)c2ccccc2)N1 (stereo unspecified)	98	82	97	94	109	100	92	99	100
CCC(C)C(NC(=O)c1ccccc1)C(=O)O (stereo unspecified)	111	97	95	112	112	113	111	104	100
CC1=C([Se]CC(OC(=O)CC[Se]c2ccccc2)C(=O)NC(C)(C)C)C(=O)c2ccccc2C1=O (stereo unspecified)	-89*	-12*	-36*	-36*	-95*	-90*	-63*	-36*	-99*
Cc1ccc(NC(=O)Nc2cccnc2)cc1NC(=O)Nc1cccnc1	97	85	43	78	98	95	92	79	87
COc1ccc(C2=NN(C=O)C(c3ccc(Oc4ccnc5cc(Cl)ccc45)c(OC)c3)C2)cc1 (stereo unspecified)	75	99	90	78	99	93	85	63	70
O=C(O)c1ccc(-c2nn(-c3ccc(C(=O)O)cc3)cc2CNc2ccccc2)cc1	97	92	108	99	102	102	106	97	96
O=C(Cn1cc(CSc2nc3ccccc3o2)nn1)Nc1ccccc1Cl	100	87	102	103	103	101	110	103	100
CC(=O)CC(=O)Nc1cccc(NC(=O)CC(C)=O)n1	107	92	94	107	117	123	111	104	102
CC(C)(c1ccc(OCC(O)CN2CCOCC2)cc1)c1ccc(OCC(O)CN2CCOCC2)cc1 (stereo unspecified)	98	78	91	97	105	88	94	96	90
C=CCSc1nnc(-c2ccc(-c3nc4ccccc4[nH]3)cc2)o1	87	56	58	76	77	78	84	84	82
OB1c2ccccc2NC(=S)N1c1cc(C(F)(F)F)cc(C(F)(F)F)c1	105	82	62	70	112	96	90	nt	78
N#Cc1cnn2c(-c3ccc(Cl)cc3)nc(NC3CC3)nc12	84	69	95	90	89	90	99	97	89
N#Cc1ccc([N+](=O)[O-])cc1OCCCN1CCOCC1	96	86	93	111	105	104	nt	106	91

A section taken from the entries so far, for reference:
SMILES	SF-268	UO-31	PC-3	SF-295	DU-145	786-0	SN12C	U251	SF-539
O=C1CCC(C(=O)N(Nc2ccccc2)c2ccccc2)N1 (stereo unspecified)	98	82	97	94	109	100	92	99	100
CCC(C)C(NC(=O)c1ccccc1)C(=O)O (stereo unspecified)	111	97	95	112	112	113	111	104	100
